Source: PubChem BioAssay
MDM2 E3 inh = inhibitors of human Mdm2 E3 ubiquitin ligase; hit rate 0.11% among 210,000; Q00987; signal enhancement, % at 5 µM; cell-based MDM2 ubiquitination luciferase reporter, 2 h; 0 = plate control, 100 = twice control, blank-subtracted;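 active means signal enhancement of 30% or more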;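 further: luminescence tracks abundance of the self-degrading MDM2-luciferase fusion protein; higher signal means inhibition of MDM2 E3 ligase activity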
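Timing – 2 h compound exposure at 37 °C · Assay system – mammalian cells stably expressing self-ubiquitinating, self-degrading MDM2 E3–luciferase fusion · Amount – 2000 cells seeded into each well · Measure – % luminescence enhancement versus blank-corrected plate control mean · Measured by – SteadyLite luminescence, 15 min reagent step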
Runt-CBFb FRET = inhibitors of human RUNX1 Runt domain binding to CBFb | Q01196+Q13951 | Cerulean-Runt/Venus-CBFb FRET ratio 530/480, 1 h | hit rate 0.46% among 220,000 | inhibition, % at 20 µM | AID 1496;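 active means inhibition over about 50% at 20 µM in the single-dose screen, limit read from the data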;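 further: 0% = DMSO wells and 100% = excess unlabeled CBFb competitor control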
Target sequence (Q01196 whole entry, looked up, the tested form may be a part): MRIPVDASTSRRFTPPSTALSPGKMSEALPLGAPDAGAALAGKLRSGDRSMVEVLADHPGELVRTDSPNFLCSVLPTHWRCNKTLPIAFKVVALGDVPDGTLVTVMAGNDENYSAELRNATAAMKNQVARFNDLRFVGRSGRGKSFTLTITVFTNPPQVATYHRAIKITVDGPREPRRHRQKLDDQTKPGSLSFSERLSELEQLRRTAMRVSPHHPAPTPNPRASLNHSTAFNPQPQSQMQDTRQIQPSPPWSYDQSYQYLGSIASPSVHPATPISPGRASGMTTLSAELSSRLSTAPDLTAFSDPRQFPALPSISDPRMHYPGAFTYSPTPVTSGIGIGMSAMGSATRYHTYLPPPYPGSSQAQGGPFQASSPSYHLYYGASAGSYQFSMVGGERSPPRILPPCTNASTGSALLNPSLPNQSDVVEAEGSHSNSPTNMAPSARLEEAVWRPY
Target sequence (Q13951 whole entry, looked up, the tested form may be a part): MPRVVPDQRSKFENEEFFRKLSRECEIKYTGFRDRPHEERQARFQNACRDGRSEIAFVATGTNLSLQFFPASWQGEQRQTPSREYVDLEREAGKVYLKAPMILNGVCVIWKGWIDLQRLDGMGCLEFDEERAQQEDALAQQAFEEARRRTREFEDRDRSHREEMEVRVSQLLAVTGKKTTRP
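Measured by: fluorescence energy transfer, 422 nm excitation, 530/480 nm emission; test system: Cerulean-tagged RUNX1 Runt domain (FRET donor) fusion protein; buffer or medium: Tris pH 7.5 buffer with BSA; compound: one dose, 20 µM compound, 1% DMSO; times: two 1 h room-temperature incubations shielded from light; benchmarks: unlabeled CBFb 5 µM, positive control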
NPY-Y1 PAM-ag = potentiates or activates human NPY-Y1 receptor; P25929; NPY-Y1 expressing cells, potentiator/agonist activation; AID 1304; activation, % at 3.6 µM; hit rate 0.37% among 220,000; in the data active means activation above about 33%, passing the limit was not always enough;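 further: cells stimulated with NPY at EC10 then isoproterenol at EC100; 0% = low agonist plus stimulus and 100% = saturating agonist plus stimulus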
p97 inhibitor = human p97 ATPase inhibition | AID 1481 | recombinant p97 ATPase, Kinase-Glo ATP luminescence, 3 h | P55072 | inhibition, % at 8 µM | hit rate 0.42% among 220,000; in the data active means inhibition above about 15%;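 further: 0% = DMSO vehicle and 100% = wells lacking enzyme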
NPY Y1 blocker = antagonists of human neuropeptide Y receptor Y1; HEK293-CNG Y1 cells, membrane potential fluorescence; NPY at EC95, then isoproterenol; hit rate 1% among 200,000; P25929; inhibition, % at 3.6 µM;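 active means inhibition above the campaign mean inhibition of all tested compounds plus 3 SD, cut at about 20% in these data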;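 further: 0% = DMSO wells given NPY plus isoproterenol and 100% = isoproterenol alone without NPY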
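Material: Y1- and CNG-channel-expressing HEK293 cells / Probe or stimulus: NPY 25 nM then isoproterenol 1 µM plus Ro 20-1724 25 µM / Doses: 3.6 µM single dose, DMSO 0.4% / Schedule: compound incubation 1 h at room temperature, readout 45 min post-stimulation / Signal: membrane potential fluorescence / Benchmarks: isoproterenol-only wells as full block versus NPY-plus-isoproterenol wells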
RBBP9 inh = blocks human serine hydrolase RBBP9 | inhibition, % at 7.94 µM | AID 1515 | O75884 | recombinant RBBP9, FP-Rh probe fluorescence polarization | hit rate 0.2% among 220,000;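 active means inhibition above the campaign mean of all tested compounds plus 3 SD, cut at about 14% in these data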;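 further: plate controls were DMSO wells with RBBP9 for no effect and wells lacking RBBP9 protein for full effect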
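Material: RBBP9 protein. Amount: RBBP9 at 2.5 µM in dispensed solution, before mixing. Schedule: 30 min then 45 min, 25 °C. Medium: Tris buffer pH 8.0, NaCl, Pluronic. Measured by: fluorescence polarization. Measure: percent inhibition from mP, scaled between DMSO and no-protein wells. Replication: one well per compound.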
Hck-Nef inh = human Hck-Nef kinase inhibition; P08631; Recombinant Hck-YEEI plus Nef, Z-Lyte FRET kinase assay; inhibition, % at 20 µM; hit rate 0.68% among 220,000; AID 463187;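 active means Hck-Nef kinase inhibition above about 50%, limit read from the data; inactive means inhibition below that limit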;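 further: 0% = DMSO with Hck plus Nef and 100% = Hck alone without Nef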
NPY2 pot ag = human NPY-Y2 potentiation or agonism, primary screen. P49146. cells expressing NPY-Y2, potentiator/agonist read-out. activation, % at 3.6 µM. hit rate 0.45% among 220,000; in the data active means activation above about 27%;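 further: cells stimulated with NPY near EC25 plus isoproterenol at EC100; 0% = vehicle plus submaximal agonist and 100% = vehicle plus saturating agonist; some results beyond the cut were filed as inactive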
Target sequence (P49146 whole entry, looked up): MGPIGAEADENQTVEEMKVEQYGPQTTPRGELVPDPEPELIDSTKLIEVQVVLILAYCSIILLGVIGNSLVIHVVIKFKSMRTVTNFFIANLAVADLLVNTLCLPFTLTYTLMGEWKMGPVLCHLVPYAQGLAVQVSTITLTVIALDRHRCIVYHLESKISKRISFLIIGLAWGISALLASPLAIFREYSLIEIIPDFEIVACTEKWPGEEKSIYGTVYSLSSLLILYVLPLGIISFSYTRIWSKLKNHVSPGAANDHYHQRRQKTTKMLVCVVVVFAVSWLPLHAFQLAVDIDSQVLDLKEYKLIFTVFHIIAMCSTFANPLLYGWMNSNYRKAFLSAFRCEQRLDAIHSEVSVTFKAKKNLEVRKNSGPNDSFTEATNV
Runt-SMMHC FRET = inhibitors of human RUNX1 Runt domain binding to CBFb-SMMHC. inhibition, % at 20 µM. Q01196+Q13951. hit rate 0.74% among 220,000. Cerulean-Runt/Venus-CBFb-SMMHC FRET ratio 530/480, 1 h. AID 1434;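 active means mean inhibition across duplicate retests at 20 µM reaching about 50%, limit read from the data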;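 further: 0% = DMSO wells and 100% = wells with excess untagged CBFb-SMMHC; inhibitors lower the FRET ratio by blocking Runt binding to CBFb-SMMHC; some results filed as inactive read as strong as hits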
Numbers without * were called inactive; x = no result given. No enrichment for hits; overall some 3.5% were active at least once.

The line under a structure holds: Runt-SMMHC FRET, Hck-Nef inh, RBBP9 inh, NPY Y1 blocker, Runt-CBFb FRET, NPY-Y1 PAM-ag, MDM2 E3 inh, NPY2 pot ag, p97 inhibitor
1	CN1CCN(c2ccc(S(=O)(=O)N3CCCCC3)cc2NC(=O)Cc2ccccc2F)CC1
 : -51.2, 2.9, -6.7, 6.7, -5.3, -22.2, 2.4, -4.0, -4.1
2	CCc1cc2c(SCC(=O)N3CC(=O)Nc4ccccc43)ncnc2s1
 : 2.4, 0.7, -3.6, 0.3, -2.9, -14.3, -6.4, 10.4, -5.0
3	S=c1[nH]nc(-c2ccncc2)n1/N=C/C=C/c1ccco1
 : 29.1, 7.7, 0.1, -3.2, 33.2, -7.2, -89.2, -9.2, 12.1
4	O=Cc1ccc(N2CCCC2)c(F)c1
 : -0.7, -1.6, -1.8, -9.8, 0.1, -9.3, -9.9, 8.3, 4.6
5	Cc1ccc(CCNC(=O)c2cc(C)nn2-c2ccccc2)cc1
 : 0.3, 19.0, -8.9, x, -0.6, -5.6, x, 0.2, 0.8
6	O=C(NCCO)C1COc2ccccc2O1 (centres undefined)
 : -5.1, 1.9, -7.7, -1.0, -0.5, -10.5, -4.4, -6.5, 1.4
7	CC1=NN(c2ccccc2)C(=O)C1C=Nc1ccc(N(C)C)cc1 (centres undefined)
 : -42.0, -3.2, 19.0*, x, -13.8, -2.3, -7.2, -1.5, 4.4
8	COC(=O)C1=C(C)Nc2nnnn2C1c1ccccc1Cl (centres undefined)
 : -3.9, 6.6, 2.1, 0.2, -3.6, 20.7, x, 20.7, -0.5
9	Cc1ccc(-n2c(P(C)(=O)O)nc3ccccc32)cc1
 : -6.0, 0.2, -2.1, 1.5, 2.1, 1.7, -8.8, -0.4, -0.8
10	CC(C)(C)c1ccc(CSc2nnc(-c3ccccn3)n2Cc2ccco2)cc1
 : -6.3, 2.2, -2.0, 21.1*, 13.9, -16.4, -3.7, -15.8, -3.9

Additional results follow:
The line under a structure holds: Runt-SMMHC FRET, Hck-Nef inh, RBBP9 inh, NPY Y1 blocker, Runt-CBFb FRET, NPY-Y1 PAM-ag, MDM2 E3 inh, NPY2 pot ag, p97 inhibitor
11	O=C(Nc1ccc(Cl)cc1)Nc1nnc(SCc2ccccc2)s1
 : 2.8, 0.1, -7.1, 4.9, 1.3, 0.8, -12.8, 4.8, 3.3
12	COc1cccc(-c2nn(-c3ccccc3)cc2CN(C)Cc2ccon2)c1
 : -5.8, 22.5, -7.7, 9.6, -5.1, 12.2, -10.2, -9.2, 1.0
13	Cc1ccc(S(=O)(=O)N(C)c2ccc(C(=O)NCC3CCCO3)cc2)cc1 (centres undefined)
 : -0.9, -1.3, -1.8, 0.3, 1.6, 18.0, -9.9, -7.9, 3.7
14	COc1cccc(NC2c3ccccc3C(=O)N2Cc2ccccc2Cl)c1 (centres undefined)
 : -4.4, 7.7, 8.6, x, 4.8, 9.8, -2.0, 0.7, 1.5
15	Cc1cccc2cc(C3CC(c4cccs4)=NN3S(C)(=O)=O)c(Cl)nc12 (centres undefined)
 : 0.4, -25.1, -3.4, x, -0.7, 14.9, -0.3, 9.0, 3.9
16	CCCCCn1c(CN2CCN(C(=O)OCC)CC2)nc2c1c(=O)[nH]c(=O)n2C
 : -107.8, -0.4, 3.5, 0.1, -0.8, -16.6, -5.6, -6.1, 1.3
17	CCOC(=O)c1c(-c2cccs2)csc1NC(=O)COC(=O)c1c(C)noc1C
 : -2.9, 1.9, -9.9, 7.6, -0.5, -54.5, -12.5, -17.7, -2.3
18	O=C(NN1CCOCC1)c1cc(-c2cccs2)nc2ccccc12
 : -0.6, 2.0, -6.1, -4.0, -1.5, -1.9, -1.9, -14.3, -4.9
19	CCN1CCN(CC(=O)Nc2nc3ccc(OC)cc3s2)CC1
 : -6.9, 7.4, -0.8, 0.3, -4.1, -11.2, 0.7, 2.3, -5.0
20	O=C(Nc1ccccc1)Nc1ccc2ccccc2c1
 : -2.0, 14.6, 0.6, x, 2.7, 9.8, -7.4, -4.6, 0.8

(further entries)
The line under a structure holds: Runt-SMMHC FRET, Hck-Nef inh, RBBP9 inh, NPY Y1 blocker, Runt-CBFb FRET, NPY-Y1 PAM-ag, MDM2 E3 inh, NPY2 pot ag, p97 inhibitor
21	CCc1ccc2oc(-c3cccc(NC(=O)c4cccnc4)c3)nc2c1
 : -1.7, 0.7, -5.9, 0.4, -3.7, 10.5, -15.8, 3.2, -2.9
22	CC1(C)CC(NC(=O)C23CCC(C)(/C(=N/O)C2)C3(C)C)CC(C)(C)N1 (centres undefined)
 : -6.2, 0.5, 4.0, -4.2, -3.2, -6.8, x, 8.6, 3.0
23	O=C(Cc1ccccc1)N/N=C/C=C/c1ccccc1[N+](=O)[O-]
 : -0.9, 15.1, -9.6, x, 0.3, 1.8, -10.1, -4.9, 2.6
24	O=C(CNC(=O)c1ccc(Br)cc1)NCC(=O)OCC(=O)c1ccccc1
 : 1.5, 19.5, -0.2, 4.6, -0.1, 16.1, -5.2, 1.4, 5.1
25	CCN(C(=O)c1cn(C)c(=O)c2cc(OC)c(OC)cc12)c1cc(OC)ccc1OC
 : -3.0, 2.6, -3.6, 2.6, -1.5, -18.2, -5.3, 5.4, -1.2
26	CCOC(=O)CNC(=O)c1cc(OC)cc(OC)c1
 : 1.4, -5.9, -3.1, 1.4, x, 1.1, -8.5, -5.8, 0.1
27	CC(C)NC(=O)Cn1c(SCC(=O)c2ccc(F)cc2)nc2ccccc21
 : 8.0, 5.5, -3.7, -0.5, 0.6, -30.7, -6.2, -5.4, 0.9
28	COC(=O)CSc1nc(N2CCOCC2)c2c(c1C#N)CC(C)(C)N(C)C2
 : 56.2*, 0.8, -3.8, -5.3, 18.7, 8.1, -15.3, -20.7, -4.5
29	CCOC(=O)N1CCC(NC(=O)CCC(=O)N2CC(C)Oc3ccccc32)CC1 (centres undefined)
 : 1.8, 6.7, 4.1, 6.3, 0.1, -12.2, -17.3, 6.8, 1.4
30	Cc1ccn2cc(-c3cc4ccccc4oc3=O)nc2c1
 : -5.8, 14.0, -4.8, -9.4, 2.2, 0.6, -32.3, -10.1, -12.4

(continued)
The line under a structure holds: Runt-SMMHC FRET, Hck-Nef inh, RBBP9 inh, NPY Y1 blocker, Runt-CBFb FRET, NPY-Y1 PAM-ag, MDM2 E3 inh, NPY2 pot ag, p97 inhibitor
31	O=C(CNC(=O)c1ccc2c(c1)OCCO2)N/N=C/c1ccc(O)cc1O
 : 0.1, 5.0, -2.3, 9.2, 3.5, -18.1, -7.5, -3.0, 3.1
32	Cc1ccc(/C=c2\sc3n(c2=O)CN(c2cccc(Br)c2)CN=3)o1
 : -7.6, 3.2, -2.3, 0.3, 20.8, 19.8, -7.6, 1.2, 2.1
33	CC(=O)c1cccc(NC(=O)Nc2cnn(Cc3ccc(Cl)cc3Cl)c2)c1
 : 0.1, -1.9, -2.3, 6.2, -1.6, 0.8, -6.8, -9.0, -4.4
34	COc1ccc(S(=O)(=O)Nc2nnc(Cc3ccc(OC)c(OC)c3)s2)cc1
 : x, 15.0, -4.4, -8.1, x, -5.4, 2.0, -22.4, -6.9
35	O=C(c1ccc(COc2ccc3ccccc3c2)o1)N1N=C(C(F)F)CC1(O)C(F)F (centres undefined)
 : 0.0, 2.7, -1.7, -5.0, -0.2, 8.1, -8.1, -12.7, -5.7
36	Cc1cc(-c2nnc(SCc3ccccn3)o2)no1
 : 2.4, 1.2, 0.6, 1.0, -1.6, -4.3, -13.4, -13.1, 0.1
37	Cc1ccccc1N1CCN(Cc2nc(Cc3ccccc3)no2)CC1
 : 0.8, 21.3, -5.9, 4.6, -2.0, -6.2, -4.1, -6.3, 1.3
38	NC(=O)c1cc2ccccc2o/c1=N/NC(=O)c1cccs1
 : -0.5, 39.8, -6.3, 8.8, -0.7, -12.7, -8.8, -11.8, 6.3
39	Cc1ccc(-c2csc(/C(C#N)=C/Nc3ccc4c(c3)OCCO4)n2)cc1
 : -10.1, 4.8, 2.9, -4.0, -2.4, 0.9, -5.8, 7.0, 1.4
40	Cc1nn(C)cc1C1C2=C(CC(C)(C)CC2=O)N(c2ccccc2)C2=C1C(=O)CC(C)(C)C2
 : 3.5, 16.7, -4.0, -3.4, 0.3, -2.3, -14.3, 7.3, 2.3

Next compounds follow.
The line under a structure holds: Runt-SMMHC FRET, Hck-Nef inh, RBBP9 inh, NPY Y1 blocker, Runt-CBFb FRET, NPY-Y1 PAM-ag, MDM2 E3 inh, NPY2 pot ag, p97 inhibitor
41	COC(=O)CN(C)C(=O)CC1C(=O)NCCN1CC(C)(C)C (centres undefined)
 : -0.9, 37.2, -5.2, 3.4, -1.2, -8.3, -3.8, 2.9, 1.0
42	CCCCCc1nnc(NC(=O)Cn2cnc3ccccc3c2=O)s1
 : -1.3, 0.8, 6.0, 7.5, -1.3, -0.6, -4.7, -1.9, 9.5
43	CN(C)c1nc2ncn(Cc3ccccc3)c2c(=O)[nH]1
 : -1.8, 19.4, -4.6, x, 2.2, 9.2, -1.5, 6.8, 3.3
44	CCOC(=O)c1c(N)sc2c1C1CCN2CC1
 : -0.4, 0.0, -0.9, -0.4, 1.3, 5.9, -17.2, -0.2, 6.7
45	CC(=O)Nc1ccc(OCC[n+]2cccc(C(N)=O)c2)cc1
 : -3.2, 6.3, 14.4*, 2.8, 0.2, 12.7, -12.6, -12.3, 0.8
46	Cc1ccc(C)c(S(=O)(=O)N2CCN(C(C(=O)Nc3ccc(F)cc3)c3ccccc3)CC2)c1 (centres undefined)
 : 1.4, 1.5, -8.2, 1.6, -1.3, -2.3, 3.2, -4.9, 1.5
47	COc1ccccc1OCc1nc2c3c(-c4ccccc4)c(-c4ccccc4)oc3ncn2n1
 : x, 32.7, -6.8, -1.8, x, -11.8, x, 10.4, 0.6
48	OC[C@@H]1CCCN1Cc1nc(-c2cccs2)no1
 : -5.7, 5.9, -9.6, -0.8, 1.5, 6.5, -20.1, -1.2, 0.7
49	O=C(NNC(=O)c1ccccc1Cl)c1cc2cc(OC(F)(F)F)ccc2[nH]1
 : 0.8, -32.3, -6.2, x, 1.0, -23.2, -1.2, -4.5, -8.2
50	O=S(=O)(c1cccs1)N1CN(C2CCCCC2)c2nc3ccccc3nc21
 : -0.9, 6.5, 3.5, x, 2.1, -5.5, -1.7, -2.3, 6.8
